ALDH1A1 inh = qHTS Assay for Inhibitors of Aldehyde Dehydrogenase 1 (ALDH1A1); Purified ALDH1A1, NADH fluorescence, propionaldehyde substrate; Potency, µM (top dose mostly 75.3 µM), for the others: at the highest dose activity, negative = inhibition, most hits filed as inhibitors; 7.3% of 220,000 active; AID 1030, 2008; active = well fitted inhibition curve with a large enough effect, not every such curve was filed as active; inconclusive = small, poorly fitted or top-dose-only effect, or another doubt; inactive = no such curve, though single readings can be large or run the other way;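 also: plate controls were no enzyme wells and a reference inhibitor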
Target sequence (P00352 whole entry, looked up): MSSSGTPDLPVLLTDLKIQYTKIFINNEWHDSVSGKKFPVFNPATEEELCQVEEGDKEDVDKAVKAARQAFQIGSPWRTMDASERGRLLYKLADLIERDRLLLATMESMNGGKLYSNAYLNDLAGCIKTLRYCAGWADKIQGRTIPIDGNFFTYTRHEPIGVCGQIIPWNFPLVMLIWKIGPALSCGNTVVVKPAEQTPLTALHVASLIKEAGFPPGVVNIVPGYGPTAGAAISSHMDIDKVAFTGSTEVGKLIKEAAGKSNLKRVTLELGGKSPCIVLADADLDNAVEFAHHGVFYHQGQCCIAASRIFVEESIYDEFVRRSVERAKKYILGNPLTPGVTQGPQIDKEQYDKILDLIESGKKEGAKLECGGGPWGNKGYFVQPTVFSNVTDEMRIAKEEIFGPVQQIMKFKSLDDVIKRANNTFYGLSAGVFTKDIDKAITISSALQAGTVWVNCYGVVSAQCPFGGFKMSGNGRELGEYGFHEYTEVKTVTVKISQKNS
Epigenetic derep = Quantitative High-Throughput Screen for Regulators of Epigenetic Control; 0.2% of 280,000 active; murine LDR cells, GFP reporter derepression, 30 h; Potency, µM (top dose mostly 53.9 µM), for inactives: at the top dose GFP activation, most hits filed as activators; also: % of control where 0% means no effect; nearly all actives have a fitted effect of over 60% in size
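Derepression of a silenced CMV-GFP reporter in murine LDR cells is scored by enumerating GFP-positive cells with a laser-scanning microplate cytometer after 30 hours of treatment at 37 C.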
GAA glycogen mod = qHTS Assay for Inhibitors and Activators of Human alpha-Glucosidase Cleavage of Glycogen; recombinant GAA, glycogen substrate, Amplex Red glucose oxidase fluorescence; Potency, µM (doses to about 76.4 µM), without a hit: top-dose activity change, negative = inhibition, usual class: inhibitors; 0.38% of 300,000 active; Lysosomal alpha-glucosidase (Homo sapiens), P10253;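 also: 0% = full enzyme reaction and -100% = no-enzyme basal signal; the screen sought inhibitors and activators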
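Natural-substrate format: glycogen cleavage by 4 nM human enzyme, glucose read by Amplex Red coupling (Ex 573, Em 610 nm). Normalized to enzyme and no-enzyme controls.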
* = called active by the depositor; ? = inconclusive; . = not tested or not shown; [ ] = dose if it differs, or a comment. Unless noted, calls follow the shape of the dose curve; as a rule, active = well fitted curve in the direction sought with a large enough effect; inconclusive = small, poorly fitted or top-dose-only effect, or another doubt; inactive = no such curve, though single readings can be large; an effect the other way counts as inactive or inconclusive. Potency is read from the fitted curve at half-maximal effect. A portion of the library. The share of hits here may be higher or lower than overall.

1. Cc1oc2c(c(C)cc3oc(=O)c(CC(=O)NCCCO)c(C)c32)c1C
2. CC(C)Oc1ccc(C(CC(=O)O)NC(=O)Cc2ccccc2)cc1 (centres undefined)
3. COc1ccc(OC)c(Nc2c3ccccc3nc3ccccc23)c1
4. COc1ccccc1/C=C1\SC(=S)N(CCC(=O)Nc2cc(C)on2)C1=O
5. COc1cccc(/C=C2\SC(=S)N(CCCC(=O)N3CCCCC3)C2=O)c1
6. O=CN1CCN(C(=O)c2ccc3c(c2)OCO3)CC1

assay / compound	1	2	3	4	5	6
ALDH1A1 inh	.	.	.	.	.	.
Epigenetic derep	.	.	.	.	.	.
GAA glycogen mod	2.3%	0.1%	2.7%	1.7%	-0.8%[76.3 µM]	-2.7%[76.3 µM]

Overlap with the part before: 3 entries, followed by the next part.
4. COc1ccccc1/C=C1\SC(=S)N(CCC(=O)Nc2cc(C)on2)C1=O
5. COc1cccc(/C=C2\SC(=S)N(CCCC(=O)N3CCCCC3)C2=O)c1
6. O=CN1CCN(C(=O)c2ccc3c(c2)OCO3)CC1
7. CCN(C(=O)Cc1c(C(=O)O)n(CC)c2ccccc12)c1cccc(C(F)(F)F)c1
8. CS(=O)(=O)Nc1ccc2c(c1)ncn2CCc1ccccc1
9. Cc1ccc(S(=O)(=O)c2nc(S(=O)(=O)c3ccc(C)cc3)c(N3CCN(CCO)CC3)s2)cc1
10. CCCc1nn2c(=O)cc(COc3ccc(NC(=O)c4ccco4)cc3)nc2s1
11. Cc1nnc(N2C(=O)C(=O)/C(=C(\O)c3ccc4c(c3)CC(C)O4)C2c2ccccc2)s1 (centres undefined)
12. O=C(Cc1ccccc1[N+](=O)[O-])N1CCN(S(=O)(=O)c2ccccc2)CC1

assay / compound	4	5	6	7	8	9	10	11	12
ALDH1A1 inh	.	.	.	.	.	.	.	.	.
Epigenetic derep	.	.	.	.	.	.	.	.	.
GAA glycogen mod	1.7%	-0.8%[76.3 µM]	-2.7%[76.3 µM]	0.4%	1.2%	-10.6%[76.3 µM]	2.9%[76.3 µM]	-13.5%[76.3 µM]	-9.6%[76.3 µM]

13. O=C(Cc1ccc(Cl)c(Cl)c1)N1CCOCC1
14. CSCCC(NC(=O)CCC(=O)OCC(=O)[C@@]1(O)CCC2[C@@H]3CCC4=CC(=O)C=C[C@]4(C)C3[C@@H](O)C[C@@]21C)C(=O)O (some centres undefined)
15. CCCCCNC(=O)[C@@H]1CSC2c3ccccc3C(=O)N21 (some centres undefined)
16. CCCOc1ccccc1/C=C1\SC(N)=NC1=O
17. O=C(O)c1ccc(-n2nnnc2SCc2ccccc2Br)cc1
18. Cc1nn(-c2cccc(C(F)(F)F)c2)c(=O)c2ccccc12

assay / compound	13	14	15	16	17	18
ALDH1A1 inh	.	.	.	.	.	.
Epigenetic derep	.	.	.	.	.	.
GAA glycogen mod	5.2%	2.0%	-0.9%	-4.4%[76.3 µM]	-3.1%	12.9%[76.3 µM]

19. COc1cccc(NC(=S)N2CCN(S(C)(=O)=O)CC2)c1
20. CCN1CCN(CCC(=O)Nc2cc(OC)cc(OC)c2)CC1
21. CC(=O)NS(=O)(=O)c1ccc(NS(=O)(=O)c2ccc3ccccc3c2)cc1
22. COc1ccc(NC(=O)COC(=O)CCc2cc(OC)c(OC)c(OC)c2)c([N+](=O)[O-])c1
23. Cc1ccc(C(=O)NCCCN2CCOCC2)c(C)c1
24. COc1ccc(C(=O)NC2CC2)cc1OC1CCN(Cc2ccc(NC(C)=O)cc2)CC1

assay / compound	19	20	21	22	23	24
ALDH1A1 inh	.	.	.	.	.	.
Epigenetic derep	.	.	.	.	.	.
GAA glycogen mod	-4.0%[76.3 µM]	-9.6%[76.3 µM]	2.2%	-0.9%	3.5%[76.3 µM]	-12.9%[76.3 µM]

25. Cc1ccc(C)c(OCCNc2ncccc2[N+](=O)[O-])c1
26. CC(=O)Nc1ccc(S(=O)(=O)NCCC(=O)OCC(=O)c2ccc(F)c(F)c2)cc1
27. CCN(CC)CCN(C(=O)c1ccc2c(c1)OCCO2)c1nc2cc(C)cc(C)c2s1
28. COc1cc2ccccc2cc1C(=O)Nc1nnc(-c2ccncc2)o1
29. CCOc1ccccc1CNC(=O)Cn1nc(C)c2c(C)n(-c3ccc(C)cc3)nc2c1=O
30. Cc1cccc(OCC(=O)Nc2ccc(N3CCN(C(=O)c4ccccc4)CC3)cc2)c1C

assay / compound	25	26	27	28	29	30
ALDH1A1 inh	.	.	.	.	.	.
Epigenetic derep	.	.	.	.	.	.
GAA glycogen mod	2.6%[76.3 µM]	-4.7%[76.3 µM]	-6.2%[76.3 µM]	0.7%[76.3 µM]	-4.9%[76.3 µM]	-0.6%[76.3 µM]

31. CCOc1ccccc1C1C(C#N)=C(N)N(N(C)C)C2=C1C(=O)CCC2 (centres undefined)
32. CC(=O)c1ccc(N2CCN(C(=O)Cc3ccccc3)CC2)c(F)c1
33. C=CCN(C(=O)CNC(=O)c1ccco1)C(C(=O)NC1CCCCC1)c1cccnc1 (centres undefined)
34. CC(C)(C)NC(=O)CCN(/N=C/c1ccccc1F)C1=NS(=O)(=O)c2ccccc21
35. Cc1c(OC(C)C(=O)NCCCn2ccnc2)ccc2c3c(c(=O)oc12)CCC3 (centres undefined)
36. O=[N+]([O-])c1ccc(S(=O)(=O)Nc2ccccn2)cc1

assay / compound	31	32	33	34	35	36
ALDH1A1 inh	.	.	.	.	.	.
Epigenetic derep	.	.	.	.	.	.
GAA glycogen mod	13.8%	-0.5%	2.7%	3.2%	-2.7%[76.3 µM]	-2.6%[76.3 µM]

37. COc1ccc(CC(=O)Nc2ccccc2NC(=O)Cc2ccc(OC)cc2)cc1
38. Cc1ccc(S(=O)(=O)N2CCOCC2)s1
39. COc1ccc(N2CCN(c3ccc4nnc(CCC(=O)Nc5ccc(C)cc5)n4n3)CC2)cc1
40. O=C(CCC(=O)Nc1ccc(Br)cc1)N/N=C/c1ccc(F)cc1
41. COc1ccc(CN2CCN(Cc3ccccc3F)CC2)c(OC)c1
42. Cc1c(C(=O)NC2CCCCC2C)oc2ccccc12 (centres undefined)

assay / compound	37	38	39	40	41	42
ALDH1A1 inh	.	.	.	.	.	.
Epigenetic derep	.	.	.	.	.	.
GAA glycogen mod	-1.0%	-1.7%[76.3 µM]	-14.7%[76.3 µM]	7.4%	-0.1%	-2.7%[76.3 µM]

43. Cn1c(=O)n(C)c2cc(NC(=O)CCc3ccccc3)c(Br)cc21
44. COc1ccc(N2CCN(C(C)C(=O)N(C)Cc3ccccc3)CC2)cc1 (centres undefined)
45. CC(NC(=O)c1ccccc1Br)c1nnc(SCC(=O)NC2CCCCC2)n1C (centres undefined)
46. COc1ccc(NC(=O)NCCCCc2ccccc2)c(OC)c1
47. Cc1c(NS(=O)(=O)c2cccc([N+](=O)[O-])c2)c(=O)n(-c2ccccc2)n1C
48. Cc1cc(NC(=O)CSc2nnc(CNC(=O)c3ccc(F)cc3)o2)no1

assay / compound	43	44	45	46	47	48
ALDH1A1 inh	.	.	.	.	.	.
Epigenetic derep	.	.	.	.	.	.
GAA glycogen mod	1.0%[76.3 µM]	-2.3%	13.6%	3.0%[76.3 µM]	-9.1%	-2.9%[76.3 µM]

49. CC(C)(C)OC(=O)NCc1ccc(CNC(=O)c2[nH]cnc2C(=O)NCC(=O)OCc2ccccc2)cc1
50. Cc1cc(Cl)c(C(=O)Nc2cccc(C(F)(F)F)c2)c(C)n1
51. O=C(NCCO)c1cc2c([nH]c3ccccc32)c(-c2ccccc2)n1
52. CCN1C(=NCC2CC2)N[C@@H](c2ccccc2)C(C(=O)OC)=C1C
53. CN1CCN(CCOc2ccc(-c3ccccc3)cc2)CC1
54. COc1ccc(OCC(=O)N2CCC(n3nccc3NC(=O)C3CC3)CC2)cc1

assay / compound	49	50	51	52	53	54
ALDH1A1 inh	.	.	.	.	.	.
Epigenetic derep	.	.	.	.	.	.
GAA glycogen mod	-5.9%[76.3 µM]	-9.6%[76.3 µM]	-5.8%	1.8%[76.3 µM]	-8.4%[76.3 µM]	-2.0%[76.3 µM]

55. Cc1ccc(S(=O)(=O)Nc2cccc(-n3cnnn3)c2)cc1
56. O=C(Cn1c(=O)oc2ccccc21)N1CCCC1
57. CCCC(=O)Oc1ccc(C2NC(=O)c3ccccc3O2)cc1 (centres undefined)
58. Cn1c(SCC(=O)Nc2ccc(N3CCOCC3)cc2)nnc1-c1ccccc1F
59. CC(C)(C)NC(=O)CSc1nnc(-c2c[nH]c3ccccc23)o1
60. COc1ccccc1C(=O)NCCC(=O)NCC(C)(C)N1CCOCC1

assay / compound	55	56	57	58	59	60
ALDH1A1 inh	.	.	.	.	.	.
Epigenetic derep	.	.	.	.	.	.
GAA glycogen mod	-8.3%[76.3 µM]	3.7%	15.9%[76.3 µM]	-7.9%	0.1%[76.3 µM]	-9.3%[76.3 µM]

61. COc1ccc(CCNC(=O)c2cc(COc3c(F)cccc3F)on2)c(OC)c1
62. COC(=O)c1ccc(/C=C2\SC(=S)N(CCCC(=O)NCCCN3CCOCC3)C2=O)cc1
63. COc1cccc(CN(C)C(=O)CNC(=O)c2ccc(-c3ccccc3)cc2)c1OC
64. Cc1ccc(N(CC(=O)N2CCN(Cc3ccccc3)CC2)S(C)(=O)=O)cc1C
65. COCCNC(=O)c1ccc(Cc2nc3ccccc3[nH]2)cc1
66. O=C(O)c1cc(S(=O)(=O)Nc2ccc(O)cc2)ccc1Cl

assay / compound	61	62	63	64	65	66
ALDH1A1 inh	.	.	.	.	15.0%	0.3%
Epigenetic derep	.	.	.	.	-3.0%	-3.0%
GAA glycogen mod	-4.8%[76.3 µM]	-18.6%	-2.3%	-14.8%[76.3 µM]	.	.

67. COc1ccccc1NS(=O)(=O)c1cc(C(=O)O)ccc1F
68. CC(=O)c1cccc(NS(=O)(=O)c2cccc(C(=O)O)c2)c1
69. COCCNC(=O)c1ccc(-n2c(=O)c(=O)[nH]c3ccccc32)cc1
70. O=P(O)(CN1CCCCC1)C1CCCCC1O (centres undefined)
71. O=C(NCCN1CCCC1)c1ccc(Cc2nc3ccccc3[nH]2)cc1
72. Cc1csc(NC(=O)c2cnc3ccccn3c2=O)n1

assay / compound	67	68	69	70	71	72
ALDH1A1 inh	-0.3%	-1.5%	-1.1%	3.7%	8.7%	?
Epigenetic derep	0.4%	6.4%	-2.9%	-1.6%	2.8%	-4.2%
GAA glycogen mod	.	.	.	.	.	.

73. O=C(NCCN1CCOCC1)c1ccc(Cc2nc3ccccc3[nH]2)cc1
74. COc1cccc(-c2cc(C(=O)N/N=C/c3ccccc3O)[nH]n2)c1
75. COc1ccc(/C=N/NC(=O)c2cc(-c3ccc(Cl)cc3)n[nH]2)cc1OC
76. COc1ccc(-c2cc(C(=O)N/N=C/c3ccc(O)cc3)[nH]n2)cc1
77. Cc1ccc(S(=O)(=O)N(CC(=O)O)Cc2cccc(C)c2)cc1
78. CCOC(=O)c1sc(N)c(C(=O)Nc2ccc(C)cc2C)c1C

assay / compound	73	74	75	76	77	78
ALDH1A1 inh	4.9%	2.0%	?	12.6µM*	-2.9%	10µM*
Epigenetic derep	0.9%	2.9%	-4.8%	-0.1%	9.6%	-0.2%
GAA glycogen mod	.	.	.	.	.	.

Part of the list above, as labelled records:
[75] COc1ccc(/C=N/NC(=O)c2cc(-c3ccc(Cl)cc3)n[nH]2)cc1OC
  ALDH1A1 inh = ? | Epigenetic derep = -4.8% | GAA glycogen mod = .

[76] COc1ccc(-c2cc(C(=O)N/N=C/c3ccc(O)cc3)[nH]n2)cc1
  ALDH1A1 inh = 12.6µM* | Epigenetic derep = -0.1% | GAA glycogen mod = .

[77] Cc1ccc(S(=O)(=O)N(CC(=O)O)Cc2cccc(C)c2)cc1
  ALDH1A1 inh = -2.9% | Epigenetic derep = 9.6% | GAA glycogen mod = .

Remaining list, next part:
79. O=C(O)c1cc(S(=O)(=O)Nc2cccc(Cl)c2)ccc1O
80. CN1CCC(CNC(=O)c2ccc(Cc3nc4ccccc4[nH]3)cc2)CC1
81. O=C(O)c1ccc(F)c(S(=O)(=O)Nc2cccc(F)c2)c1
82. CC(CN(C)C)NC(=O)c1ccc(Cc2nc3ccccc3[nH]2)cc1 (centres undefined)

assay / compound	79	80	81	82
ALDH1A1 inh	?	-4.1%	6.9%	17.7%
Epigenetic derep	-0.8%	9.9%	4.8%	-2.9%
GAA glycogen mod	.	.	.	.

Bioassay records deposited in PubChem BioAssay by National Center for Advancing Translational Sciences (NCATS).
